# Screens as filed in PubChem BioAssay.
# TDP1 block: TDP1 (human) enzyme inhibition; Q9NUW8; recombinant TDP1, AlphaScreen DNA substrate cleavage; Potency, µM (titrated, usually from 130 µM), for the others: top-dose activity change, negative = inhibition, most hits filed as inhibitors; 350,000 compounds, 0.28% hits; AID 485290; also: nearly all actives have a fitted effect of over 40% in size
# Target sequence (Q9NUW8 whole entry, looked up): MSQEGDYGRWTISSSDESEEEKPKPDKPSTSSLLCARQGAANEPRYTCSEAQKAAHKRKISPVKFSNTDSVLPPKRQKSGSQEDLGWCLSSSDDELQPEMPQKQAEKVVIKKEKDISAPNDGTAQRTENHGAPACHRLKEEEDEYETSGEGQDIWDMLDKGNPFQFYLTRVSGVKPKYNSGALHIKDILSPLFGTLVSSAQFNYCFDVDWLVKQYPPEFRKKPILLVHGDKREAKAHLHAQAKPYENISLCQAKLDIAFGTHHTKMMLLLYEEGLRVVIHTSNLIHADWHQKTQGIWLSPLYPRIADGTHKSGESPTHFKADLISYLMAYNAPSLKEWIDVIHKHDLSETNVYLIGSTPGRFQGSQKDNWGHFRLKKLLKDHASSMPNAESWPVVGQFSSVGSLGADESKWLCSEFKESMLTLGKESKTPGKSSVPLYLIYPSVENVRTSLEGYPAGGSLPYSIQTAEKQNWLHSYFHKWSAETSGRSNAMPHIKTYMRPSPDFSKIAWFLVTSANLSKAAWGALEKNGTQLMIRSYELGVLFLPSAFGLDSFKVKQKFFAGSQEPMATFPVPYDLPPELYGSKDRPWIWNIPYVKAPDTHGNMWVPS
#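 Signal: AlphaScreen proximity between streptavidin donor and anti-FITC acceptor beads on intact substrate. Reaction: Tdp1 1 nM, substrate 15 nM final, 5 min RT after 15 min compound preincubation.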
# N370S GC: N370S glucocerebrosidase modulation, Gaucher chaperone candidate | N370S GC spleen homogenate, 4MU-glucoside fluorescence | Potency, µM (doses to about 59.4 µM), for the others: at the highest dose activity change, negative = inhibition, usual class: inhibitors | 330,000 compounds, 0.092% hits | AID 2101;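 also: 0% = full enzyme activity and -100% = no enzyme basal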
# TDP1 cell noCPT: qHTS for Inhibitors of human tyrosyl-DNA phosphodiesterase 1 (TDP1): qHTS in cells in absence of CPT | DT40 Tdp1-/- hTDP1 cells, no CPT, ATP luminescence, 48 h | Potency, µM (highest dose often 46.2 µM), for the others: at the highest dose activity change, negative = growth inhibition, actives largely listed as inhibitors | 420,000 compounds, 15% hits | AID 686978, 2013; also: nearly all actives have a fitted effect of over 55% in size
#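 A cellular qHTS used chicken DT40 cells lacking endogenous Tdp1 but carrying stably transfected human TDP1. Compounds were applied without camptothecin, and cell growth kinetics were judged by ATP-dependent luminescence after ≥48 hr.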
# Active calls of the source: *; ? = inconclusive; . = no result given; & = joins results of further samples; [ ] = dose if it differs, or a comment. Calls follow the shape of the dose curve; as a rule, active = well fitted curve in the direction sought with a large enough effect; inconclusive = small, poorly fitted or top-dose-only effect, or another doubt; inactive = no such curve, though single readings can be large; an effect the other way counts as inactive or inconclusive. Unless noted, % is scaled to controls: 0 for no effect and ±100 for the full control effect; potency is read from the fitted curve at half-maximal effect. The list is partial (hit frequency here may not be typical).
# Start of the listing, in advance (16 entries):
1	CCc1cc(C(=O)OC)c(NC(=O)CC2SC(=NC)N(C)C2=O)s1 (stereo not given)
2	COc1cccc2cc(C(=O)NCc3ccc(Cl)cc3)c(=N)oc12
3	O=S(=O)(NCc1nnc2ccccn12)c1ccc(Cl)cc1
4	CCOc1ccccc1CNS(=O)(=O)c1cc2c(cc1C)NC(=O)CO2
5	Cc1ccsc1/C=N/NC(=O)c1nnn(-c2nonc2N)c1C
6	O=C(NCCO)C(=O)NCC(c1ccc2c(c1)OCO2)N1CCN(c2ccc(F)cc2)CC1 (stereo not given)
7	COc1ccccc1NC(=O)c1sc2nc3c(c(C(F)(F)F)c2c1N)CN(C(C)=O)CC3
assay / entry,1,2,3,4,5,6,7
TDP1 block,4%,-5%,1%,3%,0%,11%,-3%
N370S GC,9%,2%,.,.,-4%,-4%,.
TDP1 cell noCPT,-16%,?,?,23µM*,-2%,-22%,-27%

8	CCN(CC)c1ccc(S(=O)(=O)N2CCOCC2)cc1NC(=O)CN1C(=O)NC2(CCCC2)C1=O
9	CC1CC(C)CN(S(=O)(=O)c2cc3c4c(c2)CCC(=O)N4CCC3)C1 (stereo not given)
10	Cc1ccc(Cn2ccnc2SCC(=O)NCc2ccccc2)cc1
11	O=C(Nc1nccs1)c1ccc(Cl)c([N+](=O)[O-])c1
12	CCOC(=O)Cc1csc(NC(=O)/C=C\c2ccccc2)n1
13	NC(=O)N1c2ccccc2CC(=O)c2ccccc21
14	COc1ccc(C)cc1NC(=O)C(Cc1ccccc1)NS(=O)(=O)c1ccc(Br)s1 (stereo not given)
assay / entry,8,9,10,11,12,13,14
TDP1 block,0%,-4%,8%,8%,0%,1%,5%
N370S GC,-20%,-1%,.,-1%,-4%,3%&9%&-2%,.
TDP1 cell noCPT,2%,18µM*,3%,3%,?,?,?

15	O=C1CC(N2CCN(c3ccc(Cl)c(Cl)c3)CC2)C(=O)N1 (stereo not given)
16	Cn1nc(C(=O)OCC(=O)c2ccccc2)c2ccccc2c1=O
assay / entry,15,16
TDP1 block,-3%,0%
N370S GC,4%,.
TDP1 cell noCPT,-21%,-14%

# The listing (from the top)
1	CCc1cc(C(=O)OC)c(NC(=O)CC2SC(=NC)N(C)C2=O)s1 (stereo not given)
2	COc1cccc2cc(C(=O)NCc3ccc(Cl)cc3)c(=N)oc12
3	O=S(=O)(NCc1nnc2ccccn12)c1ccc(Cl)cc1
4	CCOc1ccccc1CNS(=O)(=O)c1cc2c(cc1C)NC(=O)CO2
5	Cc1ccsc1/C=N/NC(=O)c1nnn(-c2nonc2N)c1C
assay / entry,1,2,3,4,5
TDP1 block,4%,-5%,1%,3%,0%
N370S GC,9%,2%,.,.,-4%
TDP1 cell noCPT,-16%,?,?,23µM*,-2%

6	O=C(NCCO)C(=O)NCC(c1ccc2c(c1)OCO2)N1CCN(c2ccc(F)cc2)CC1 (stereo not given)
7	COc1ccccc1NC(=O)c1sc2nc3c(c(C(F)(F)F)c2c1N)CN(C(C)=O)CC3
8	CCN(CC)c1ccc(S(=O)(=O)N2CCOCC2)cc1NC(=O)CN1C(=O)NC2(CCCC2)C1=O
9	CC1CC(C)CN(S(=O)(=O)c2cc3c4c(c2)CCC(=O)N4CCC3)C1 (stereo not given)
10	Cc1ccc(Cn2ccnc2SCC(=O)NCc2ccccc2)cc1
assay / entry,6,7,8,9,10
TDP1 block,11%,-3%,0%,-4%,8%
N370S GC,-4%,.,-20%,-1%,.
TDP1 cell noCPT,-22%,-27%,2%,18µM*,3%

11	O=C(Nc1nccs1)c1ccc(Cl)c([N+](=O)[O-])c1
12	CCOC(=O)Cc1csc(NC(=O)/C=C\c2ccccc2)n1
13	NC(=O)N1c2ccccc2CC(=O)c2ccccc21
14	COc1ccc(C)cc1NC(=O)C(Cc1ccccc1)NS(=O)(=O)c1ccc(Br)s1 (stereo not given)
15	O=C1CC(N2CCN(c3ccc(Cl)c(Cl)c3)CC2)C(=O)N1 (stereo not given)
assay / entry,11,12,13,14,15
TDP1 block,8%,0%,1%,5%,-3%
N370S GC,-1%,-4%,3%&9%&-2%,.,4%
TDP1 cell noCPT,3%,?,?,?,-21%

16	Cn1nc(C(=O)OCC(=O)c2ccccc2)c2ccccc2c1=O
17	COc1ccc(OCC(=O)Nc2ccc(N3CCOCC3)cc2)cc1
18	FC(F)(F)c1cccc(N2CCc3cn[nH]c32)c1
19	Cc1c(C(=O)OC2CCCCC2)[nH]c2c1C(=O)CC(c1ccccc1Cl)C2 (stereo not given)
20	Cc1cc([N+](=O)[O-])nn1CC(=O)NNC(=S)Nc1ccc([N+](=O)[O-])cc1
assay / entry,16,17,18,19,20
TDP1 block,0%,1%,3%,5%,9%
N370S GC,.,7%[2.35 µM],25%,.,-6%
TDP1 cell noCPT,-14%,-18%,?,2.1µM*,-4%

21	O=C1CCC(C(=O)Nc2nnc(C3CC3)s2)=NN1
22	Cc1noc(C)c1COc1ccccc1C(=O)N1CCN(c2cccc(Cl)c2)CC1
23	COc1cccc(C(=O)N2CCN(Cc3cn[nH]c3-c3ccc(F)cc3F)CC2)c1
24	CSCC[C@H](NC(=O)NC1CCCC1)C(=O)O
25	Cc1cccc(N=C2NC(=O)C(CO)(CO)S2)c1
assay / entry,21,22,23,24,25
TDP1 block,2%,3%,3%,6%,.
N370S GC,-7%,.,1%,-19%,-2%
TDP1 cell noCPT,-27%,?,-15%,17%,9%

26	CC1(C)CC2(CCO1)OC(=O)CC2C(=O)Nc1ccccc1Cl (stereo not given)
27	CC(=O)N1CCC(C(=O)N2CCN(S(=O)(=O)c3cccs3)CC2)CC1
28	CC(C)NC(NC(=O)Cc1ccccc1)C(Cl)(Cl)Cl (stereo not given)
29	CCC(C)(C)NC(=O)CCCSc1nc2ccccc2s1
30	C=CC1(C)CC(=O)C2(O)C(C)(O1)C(OC(C)=O)C(O)C1C(C)(C)CCC(O)C12C (stereo not given)
assay / entry,26,27,28,29,30
TDP1 block,0%,4%,4%,4%,6%[56.1 µM]
N370S GC,2%,-1%,-13%,3%,7%&2%
TDP1 cell noCPT,?,-15%,2%,?,.

31	CN(c1ccc(C(=O)Nc2cccc([N+](=O)[O-])c2)cc1)S(C)(=O)=O
32	O=S(=O)(NCCc1ccccc1)c1cccc2cccnc12
33	O=[N+]([O-])c1cccc(CNCc2ccccc2)c1
34	O=C(CSc1nnc(CN2CCCC2)n1-c1ccccc1)c1ccc2c(c1)OCO2
35	O=S(=O)(/N=C(/Nc1ccc(F)cc1F)c1ccccc1)c1ccc(Br)cc1
assay / entry,31,32,33,34,35
TDP1 block,-1%,2%,0%,4%,5%
N370S GC,0%,-3%,-1%,.,-2%
TDP1 cell noCPT,?,?,-4%,16µM*,.

36	O=C(COc1c(Br)cc(Br)c2cccnc12)Nc1ccccc1F
37	Cc1cc(OC(C)C(=O)Nc2ccc(S(=O)(=O)Nc3onc(C)c3C)cc2)cc(C)c1Cl (stereo not given)
38	COc1ccc(OC)c(NC(=O)CSc2nnc3ccc4ccccc4n23)c1
39	CCCNC(=O)Nc1ccc(C)cc1C
40	CCCn1cc2c(c1-c1ccc(C)cc1)c(=O)n(C)c(=O)n2C
assay / entry,36,37,38,39,40
TDP1 block,5%,8%[56.1 µM],8%,.,4%
N370S GC,7%,3%,.,3%,-14%
TDP1 cell noCPT,18µM*,5%,21µM*,0%,21µM*

41	COc1cc(C(=O)OCC(=O)NCCN2C(=O)CSC2=O)ccc1OCc1c(C)noc1C
42	Cc1nc2cnc(Nc3ccccc3)nc2n(CCc2ccccc2)c1=O
43	COc1ccc(C(=O)COc2ccc(C)cc2NC(C)=O)cc1
44	COCCNC(=O)CN(c1ccc(C)cc1)S(=O)(=O)c1ccc(SC)cc1
45	COc1cc2c(cc1OC)CN(CC(=O)Nc1cccc(C(F)(F)F)c1)CC2
assay / entry,41,42,43,44,45
TDP1 block,-4%,.,-1%,-8%,.
N370S GC,-7%,14%,-21%,-2%,0%
TDP1 cell noCPT,-2%,-30%,21µM*,-3%,?

46	Cc1nc(-c2ccccc2)sc1C(=O)CSc1ccccc1
47	CCOc1ccccc1-c1cc(C(=O)N/N=C/c2ccc3c(c2)OCO3)c2ccccc2n1
48	Nc1ccccc1C(=O)/C=C/c1ccc2c(c1)OCO2
49	CCOC(=O)c1cnn(-c2nc3c(C)cccc3s2)c1C(F)(F)F
50	COC(=O)C1=C(C)NC(C)=C(C(=O)OC)C1C(=O)OCC(=O)N1c2ccccc2CC1C (stereo not given)
assay / entry,46,47,48,49,50
TDP1 block,-3%,4%,12%&-1%,-4%,-3%
N370S GC,7%,8%,-4%&15%,5%,15%
TDP1 cell noCPT,-4%,9.2µM*,?,-22%,-29%&-19%

51	COc1ccc(CNC(=O)[C@@H](NC(=O)C2CCN(C(=O)[C@@H](N)Cc3ccccc3)CC2)C(C)C)cc1
52	CC(C)c1ccc(-c2nnn(CC(=O)N3CCCCC3)n2)cc1
53	Cc1ccc(S(=O)(=O)N2CCOC23CCN(S(=O)(=O)c2cccs2)CC3)cc1
54	COCCN(CCOC)C(=O)c1c[nH]c2ccc(S(=O)(=O)N(C)c3ccc(F)cc3)cc2c1=O
55	CC(NC(=O)Nc1cccc(Cl)c1)C(c1cccs1)N1CCCC1 (stereo not given)
56	O=C(c1csnn1)N1CCC2(CC1)CN(c1ccncc1)C2
assay / entry,51,52,53,54,55,56
TDP1 block,.,.,1%[0.505 µM],1%,-7%,.
N370S GC,-17%,1%,-6%,-6%,2%,3%
TDP1 cell noCPT,-13%,-23%,?,0%,?,-23%
